ERG-DNA inh: blocks human ERG Ets domain binding to DNA; Potency, µM (doses to about 76.9 µM), for the others: at the top dose FP activity, negative = inhibition, most hits filed as inhibitors; 370,000 tested, 0.028% active; P11308; fluorescence polarization, His-ERG Ets domain / labelled DNA; active = well fitted inhibition curve with a large enough effect in the polarisation, with a control signal flat; inconclusive = small, poorly fitted or top-dose-only effect, or effect the other way, or a change in a side signal; inactive = no such curve, though single readings can be large or run the other way; the % refers to the polarisation;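 note: polarization taken with two DNA probes labelled with fluorescein and Texas red; potency is the fitted concentration of half-maximal effect; % of control where 0% means no effect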
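His-tagged ERG Ets domain (1 uM in the protein solution; 300mM KCl, 50mM Tris-HCl, 1mM EDTA, 1mM DTT, pH 7.5) received compound, then a probe mix of 5 nM fluorescein-DNA and 100nM Texas-615-DNA. Fluorescence polarization was read for both dyes.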
RGS4 inh: blocks human RGS4-accelerated GTP hydrolysis; P49798; Transcreener GDP fluorescence polarization, RGS4-accelerated GTP hydrolysis; Potency, µM (titrated, usually from 114 µM), inactives show at the highest dose activity change, negative = inhibition, usual class: inhibitors; 390,000 tested, 0.039% active; AID 504845; note: potency is the fitted concentration of half-maximal effect; % is set by controls: 0 for no effect and ±100 for the full control effect; nearly all actives have a fitted effect of over 75% in size; some results filed as inactive show a strong effect at the top dose
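MLSMR compounds (23 nl, pin-transferred) preincubated 10 min at room temperature with a 500nM (2x) first reagent, then RGS4 at 900nM (2x) plus Transcreener GDP mix added; fluorescence polarization (620/688 nm) read before and after 90 min at 30 °C.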
12-LOX inh: blocks human arachidonate 12S-lipoxygenase; 580,000 tested, 1.1% active; purified 12hLO, xylenol orange hydroperoxide absorbance; AID 1671190; Potency, µM (doses to about 108 µM), inactives show top-dose activity change, negative = inhibition, hits mostly inhibitors; P18054; note: potency is the fitted concentration of half-maximal effect; % is set by controls: 0 for no effect and ±100 for the full control effect
Target sequence (P18054 whole entry, looked up): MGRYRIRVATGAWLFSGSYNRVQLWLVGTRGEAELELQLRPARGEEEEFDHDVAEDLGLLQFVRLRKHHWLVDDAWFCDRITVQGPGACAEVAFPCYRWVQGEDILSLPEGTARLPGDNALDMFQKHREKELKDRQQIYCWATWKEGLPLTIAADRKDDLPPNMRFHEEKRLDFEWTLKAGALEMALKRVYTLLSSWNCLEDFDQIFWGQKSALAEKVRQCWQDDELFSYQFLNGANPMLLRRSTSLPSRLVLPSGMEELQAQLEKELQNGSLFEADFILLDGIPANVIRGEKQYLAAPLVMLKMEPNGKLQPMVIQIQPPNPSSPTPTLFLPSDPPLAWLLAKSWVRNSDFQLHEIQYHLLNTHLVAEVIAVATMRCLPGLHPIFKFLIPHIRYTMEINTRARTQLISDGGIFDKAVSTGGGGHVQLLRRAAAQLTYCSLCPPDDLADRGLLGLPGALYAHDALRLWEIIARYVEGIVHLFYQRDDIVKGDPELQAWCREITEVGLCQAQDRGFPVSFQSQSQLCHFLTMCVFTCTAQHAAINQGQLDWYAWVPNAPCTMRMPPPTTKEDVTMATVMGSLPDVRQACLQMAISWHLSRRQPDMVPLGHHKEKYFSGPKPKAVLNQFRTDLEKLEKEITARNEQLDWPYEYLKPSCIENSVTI
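Purified human 12hLO (150 nM final) in 25 mM Hepes, 0.01% Triton X-100, pH 7.0 was preincubated 15 min at room temperature with compound. Then 40 uM arachidonic acid was added, 30 min. Hydroperoxide was read by Fe-XO absorbance ratio 573/405 nm.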
JMJD2A Tudor inh: inhibitors of human JMJD2A Tudor domain. Potency, µM (titrated, usually from 114 µM), for inactives: top-dose activity change, negative = inhibition, hits mostly inhibitors. AlphaScreen JMJD2A-Tudor / H3K4me3 peptide binding. O75164. 390,000 tested, 4.4% active; note: potency is the fitted concentration of half-maximal effect; % is set by controls: 0 for no effect and ±100 for the full control effect; nearly all actives have a fitted effect of over 50% in size
BAZ2B block: BAZ2B (human) inhibition; Q9UIF8; AlphaScreen BAZ2B-H3K14Ac peptide displacement; Potency, µM (doses to about 114 µM), for inactives: at the highest dose activity change, negative = inhibition, hits mostly inhibitors; 360,000 tested, 4.4% active; note: potency is the fitted concentration of half-maximal effect; % is set by controls: 0 for no effect and ±100 for the full control effect; nearly all actives have a fitted effect of over 60% in size
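AlphaScreen luminescence quantifies BAZ2B engagement of H3K14Ac peptide; the protein and biotinylated peptide are both at 50 nM final, buffer PBS pH 7.4 with 0.01% Tween-20, all steps at room temperature.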
GLS inh: blocks human kidney-isoform glutaminase activity; O94925; GLS enzymatic activity, qHTS titration; Potency, µM (highest dose often 45.5 µM), inactives show at the top dose activity change, negative = inhibition, usual class: inhibitors; 410,000 tested, 0.21% active; note: potency is the fitted concentration of half-maximal effect; % is set by controls: 0 for no effect and ±100 for the full control effect
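hKGA in 45 mM KH2PO4 (pH 8.2), 0.02% Tween-20 with compound, then 1mM L-Glutamine (stock as added) plus glutamate oxidase/HRP/Amplex red coupling mix. Fluorescence read initially and after 30 min at RT; signal change reflects glutamate formation.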
PI4K2A inh: PI4K2A (human) kinase inhibition; 420,000 tested, 0.13% active; purified PI4K2A, ADP-Glo luminescence, 1 h; hits give low values; Q9BTU6; activity change, negative = inhibition, % at 76.9 µM; in the data active = activity change below about -50%; inconclusive = mostly about -30% to -49%;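 note: -100% = wells without enzyme as full effect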
Target sequence (Q9BTU6 whole entry, looked up): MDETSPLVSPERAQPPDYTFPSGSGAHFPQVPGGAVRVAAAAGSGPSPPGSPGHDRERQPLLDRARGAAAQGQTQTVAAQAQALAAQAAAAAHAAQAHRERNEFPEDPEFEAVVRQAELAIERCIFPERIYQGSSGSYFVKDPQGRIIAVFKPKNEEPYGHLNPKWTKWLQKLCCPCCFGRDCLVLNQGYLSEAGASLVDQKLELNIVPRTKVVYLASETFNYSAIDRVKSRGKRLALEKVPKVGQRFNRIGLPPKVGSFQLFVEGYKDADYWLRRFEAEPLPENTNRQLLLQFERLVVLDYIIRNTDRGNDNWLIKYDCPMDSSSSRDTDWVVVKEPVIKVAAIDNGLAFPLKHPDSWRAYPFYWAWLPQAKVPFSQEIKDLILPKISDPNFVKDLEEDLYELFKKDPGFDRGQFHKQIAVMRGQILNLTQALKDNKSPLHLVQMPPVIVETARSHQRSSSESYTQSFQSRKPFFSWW
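Compounds are screened against recombinant PI4K2A using PI as substrate and ATP, the latter dispensed at 300 microM. Reactions run one hour at ambient temperature before ADP-Glo detection; full inhibition defined by wells lacking enzyme.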
G9a inh: blocks human histone lysine methyltransferase G9a | Potency, µM (series often up to 102 µM), for inactives: top-dose activity, negative = inhibition, hits mostly inhibitors | Q96KQ7 | 350,000 tested, 8.8% active | G9a H3K9 monomethylation, AlphaScreen, 2 h; note: potency is the fitted concentration of half-maximal effect; % is set by controls: 0 for no effect and ±100 for the full control effect; nearly all actives have a fitted effect of over 75% in size
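Step 1: enzyme (final 20 nM) with compound, 15 min RT. Step 2: substrate peptide 500 nM and SAM 20 uM, 2 h RT. Step 3: anti-H3K9me1 antibody and AlphaScreen beads, 10 min, then plate read.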
HP1b chromo inh: inhibitors of HP1-beta chromodomain binding to methylated histone tails; AlphaScreen HP1-beta / biotin-H3K9me3 peptide binding; 390,000 tested, 0.56% active; P83916; Potency, µM (titrated, usually from 114 µM), for the others: at the top dose activity change, negative = inhibition, actives largely listed as inhibitors; AID 540317; note: potency is the fitted concentration of half-maximal effect; nearly all actives have a fitted effect of over 70% in size; inactives centre near 23
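HP1-beta protein (50 nM final) preincubated 30 min at room temperature with biotinylated H3(1-18)K9me3 peptide (50 nM) in PBS pH 7.4, 0.01% Tween-20, then compound added for 30 min. AlphaScreen streptavidin donor/nickel chelate acceptor beads (10 ug/mL final), 30 min dark, luminescence read.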
Numbers without * were called inactive; ? = inconclusive; · = not tested or not shown; [ ] = another dose, or the depositor's remark. Unless noted, calls come from the whole dose curve; as a rule, active = well fitted curve in the direction sought with a large enough effect; inconclusive = small, poorly fitted or top-dose-only effect, or another doubt; inactive = no such curve, though single readings can be large; an effect the other way counts as inactive or inconclusive. These rows are one share of the data; count on the stated rates, not on these rows.

Second line of a record – HP1b chromo inh | GLS inh | BAZ2B block | G9a inh | JMJD2A Tudor inh | PI4K2A inh | RGS4 inh | ERG-DNA inh | 12-LOX inh
1	Cc1cc(OC(C)C(=O)NCC(O)c2ccccc2)c2c(C)c(C)c(=O)oc2c1 (stereo unspecified)
 : 52%[activator] | -19% | 6% | 11% | -16% | -5 | -10%[56.9 µM] | -1% | 0%
2	Oc1ccc(N2CCN(Cc3c(-c4ccccc4)nc4ccccn34)CC2)cc1
 : ? | ? | ? | 10µM* | 14µM* | 1 | -38% | -3% | ?
3	O=C(O)C1=C[C@@H](c2ccc3c(c2)OCO3)C[C@@H](OCc2ccc(CO)cc2)O1
 : 11% | 16% | -20% | 8%[12.7 µM] | -23% | 1 | -1% | 1% | -29%
4	CC(=O)c1c(C)[nH]c(C(=O)COC(=O)c2ccc(C)s2)c1C
 : -3% | -15% | · | · | -15% | 0 | -32% | -3% | -8%
5	O=C(Nc1ccc(Oc2ccccc2)cc1)c1ccco1
 : 45% | 8% | ? | 1%[59 µM] | 3% | 0 | -12% | -2% | ·
6	NC(=O)Cn1c(=O)n(CCC(=O)Nc2ccc(F)cc2)c(=O)c2sccc21
 : 27% | -5% | -1% | 12% | -6% | 4 | -13% | 4% | 3%
7	O=C(Nc1ccc(OCC(F)(F)C(F)F)cc1)c1ccncc1
 : 43%[activator] | -9% | -20% | -32% | -7% | 3 | -24% | 7% | -2%
8	Cc1ccc(C(=O)N(CC(=O)NC2CCCCC2)c2ccccc2F)s1
 : 58%[activator] | 5% | -18% | -3% | -1% | 5 | -3% | 15% | 37%
9	COc1ccc2nc(NNC(=O)c3cc(=O)c4ccccc4o3)sc2c1
 : ? | 19% | 50µM* | 8.9µM* | 56µM* | -4 | ? | 11% | ?
10	CCC(C)NC(=O)Nc1ccc(Br)cc1 (stereo unspecified)
 : 40%[activator] | 0% | -13% | -2% | -1% | 0 | -6% | 15% | 0%
11	CCOc1nc(NCCc2ccc(OC)c(OC)c2)nc(NC(C)(C)CO)n1
 : 13% | -10% | -4% | -10% | -18% | 1 | 34% | -8% | -12%
12	O=C(CN1CCCCCC1)Nc1ccccc1OC(F)F
 : 10% | 5% | 8% | 15% | -14% | 6 | 0% | -4% | -19%
13	CC(=O)Nc1ccc(NC(=O)COc2ccc(Cl)cc2Cl)cc1
 : 21% | 2% | 0% | -3% | -1% | 1 | -5% | 4% | -17%
14	COC(=O)c1c(NC(=S)NN2CCOCC2)sc2c1CCCC2
 : 11% | -5% | -16% | -8% | -8% | 3 | -16% | -6% | 5%
15	CCOC(=O)N/N=C/c1ccccc1OCc1ccc(Cl)cc1
 : 52%[activator] | 0% | 5% | 17%[59 µM] | -21% | -1 | -11% | 9% | -26%
16	CCCSc1ncc(Cl)c(C(=O)Nc2sc3c(c2C(=O)OC)CCCC3)n1
 : 12% | 0% | 0% | 10%[59 µM] | -14% | 1 | -15% | -5% | -15%
17	Cc1ccc(SC(C)C(=O)NCc2ccncc2)cc1 (stereo unspecified)
 : -18% | -2% | -5% | ? | -16% | -1 | -38% | 1% | ?
18	COc1cccc(CNC(=O)CCCNS(=O)(=O)c2cccs2)c1
 : 16% | 13% | 7% | 6% | -8% | 9 | 1% | -1% | 1%
19	Cc1ccc(-c2cc(C(=O)NCc3cccnc3)no2)cc1
 : 18% | 0% | 6% | ? | -9% | 0 | -16% | 1% | -13%
20	Cc1ccc(S(=O)(=O)N/N=C/c2cnn(C)c2C)cc1
 : 31% | 13% | 1% | 4%[12.7 µM] | -15% | 5 | 7% | 9% | ?
21	O=C(Nc1ccc(Cl)cn1)c1ccc2c(c1)OCCO2
 : 8% | -10% | -4% | 30% | -6% | -7 | -36% | -5% | -1%
22	COc1ccc(NC(=O)COc2nsnc2N2CCOCC2)cc1
 : -16% | 7% | -38% | 33%[12.7 µM] | -16% | 1 | 21%[11.4 µM] | 11% | -3%
23	CCOC(=O)c1c(C)[nH]c(C)c1C(=O)COC(=O)/C=C/c1ccccc1[N+](=O)[O-]
 : ? | 1% | · | · | 89µM* | -1 | -16% | 7% | -3%
24	Cn1cccc1C(=O)N1CCc2ccccc2C1
 : 11% | 1% | -32% | 2µM* | ? | -5 | 18% | 11% | ·
25	Fc1cccc(C[n+]2csc3ccccc32)c1
 : 18% | 28% | ? | 11µM* | 79µM* | -10 | ? | -2% | 18µM*
26	COc1cc(NC(=S)NCCC(c2ccccc2)c2ccccc2)c(OC)cc1Cl
 : -5% | 6% | -10% | ? | -28% | 5 | -3% | 13% | 40µM*
27	CC(C)Cc1cc(C(=O)N2N=C(C(F)F)CC2(O)C(F)F)c2ccccc2n1 (stereo unspecified)
 : 34% | 3% | -1% | 18%[59 µM] | -12% | 5 | 15% | 0% | -4%
28	CC(C)N1C(=O)/C(=C/c2nc3ccccc3c(=O)n2-c2ccccc2)c2ccccc21
 : 25µM* | -2% | 35µM* | 10µM* | 20µM* | 2 | -15% | -2% | ?
29	CCOC(=O)C1CCN(C(=O)Cc2c(C(=O)O)[nH]c3ccccc23)CC1
 : 41%[activator] | 4% | 6% | 16%[2.33 µM] | -4% | -2 | -13% | 9% | -6%
30	COc1ccc(-n2cc(-c3ccccc3)c3c(N4CCCC(C)C4)ncnc32)cc1 (stereo unspecified)
 : 1% | -4% | ? | -46%[59 µM] | ? | -6 | -1% | -5% | -25%
31	O=C(NCCCCc1ccccc1)c1ccc(Br)o1
 : 21% | 3% | 4% | 1%[59 µM] | 1% | 7 | 12% | -6% | 3%
32	CCNC(=S)Nc1cc(OCC)c(N2CCOCC2)cc1OCC
 : 17% | -9% | -1% | -19%[59 µM] | -11% | -10 | 31% | 1% | -14%
33	CCOC(=O)C1=NN(c2ccccc2)C2=NC(C)=C(C(=O)OC)C(c3cccs3)N12 (stereo unspecified)
 : 8% | · | · | · | -36% | 3 | -36% | 11% | ?
34	CCCN(C(=O)c1cc(Cl)nc2ccccc12)C1CCS(=O)(=O)C1 (stereo unspecified)
 : 6% | -2% | -1% | -23% | -5% | 1 | 14% | -10% | 13%
35	CCC1CCc2c([nH]c3ccccc3c2=O)O1 (stereo unspecified)
 : 22% | -3% | 6% | 14%[59 µM] | -8% | 2 | 2% | -18% | -4%
36	CCN(CC)CCNc1ccnc2cc(Cl)ccc12
 : 53%[activator] | 3% | -6% | ? | -22% | -1 | -39% | 0% | -1%
37	CCN(C(=O)c1ccc(Cl)cc1[N+](=O)[O-])c1ccccc1C
 : 24% | -9% | -38% | 40µM* | -19% | 7 | 8% | -9% | 3%
38	Cc1oc2ccc(O)c(CN(C)C)c2c1C(=O)c1ccccc1
 : 3% | 26% | -7% | · | -13% | 3 | -12% | 19% | -2%
39	Cc1ccccc1OCC(=O)Nc1ccc(S(=O)(=O)Nc2ncccn2)cc1
 : 37%[activator] | -6% | 1% | ? | -15% | -6 | 7% | -10% | -18%
40	CCCCN(CC)Cc1ccc(CNC(=S)Nc2c(C)cc(C)cc2C)o1
 : -4% | 3% | -6% | ? | -27% | 6 | -28% | 2% | ?
41	COc1ccc(-n2c3c(cc(-c4nc(-c5ccc(C)cc5)cs4)c2=O)C(=O)CC(C)(C)C3)cc1
 : 76%[activator] | -11% | 7% | 2%[59 µM] | 3% | 3 | 3% | 0% | -11%
42	CCN(c1ccccc1)S(=O)(=O)c1ccc2c(c1)C(C)(C)C(=O)N2C
 : 14% | 5% | 3% | · | -21% | -4 | -6% | 5% | ·
43	CCCC(=O)Nc1ccc(Cl)c(NC(=S)NC(=O)c2ccco2)c1
 : 26% | -7% | -4% | 50µM* | -21% | 7 | -19% | -2% | -14%
44	COc1ccc(CC(=O)Nc2cccc(-c3csc(C)n3)c2)cc1
 : 5% | 4% | 10% | 12%[2.33 µM] | -7% | -15 | 22% | -9% | ?
45	CCOc1ccc(NCc2nnc(SCC(=O)Nc3cc(C)on3)n2-c2ccc(OC)cc2)cc1
 : 5% | -8% | 1% | 26%[59 µM] | -27% | 5 | -16% | -2% | ·
46	Cc1ccccc1CC(=O)Nc1cccnc1
 : 9% | 2% | -6% | 45% | -12% | -1 | 19% | 12% | -24%
47	O=C(CN1C(=O)COc2ccc(Cl)cc21)N1CCCCC1
 : 15% | 11% | 0% | 54%[activator] | 8% | -2 | 13% | -11% | -2%
48	O=C(OCC1CCNCC1)c1ccc2c(c1)OCO2
 : 33% | 2% | -5% | -1%[59 µM] | 12% | 1 | 12% | 0% | 0%
49	CC(=O)OC[C@H]1COc2ccc3ccccc3c2[C@H]1N(C)C(C)=O
 : 30% | 0% | 0% | -7% | -6% | 0 | -7% | -9% | ·
50	CC1=Nn2c(nnc2-c2ccco2)SC1
 : 19% | -2% | -29% | 8%[0.501 µM] | -14% | -1 | -40% | -4% | 1%

Arranged by value in HP1b chromo inh (descending): 3 from the list above.
No.	structure	HP1b chromo inh	GLS inh	BAZ2B block	G9a inh	JMJD2A Tudor inh	PI4K2A inh	RGS4 inh	ERG-DNA inh	12-LOX inh
49	CC(=O)OC[C@H]1COc2ccc3ccccc3c2[C@H]1N(C)C(C)=O	30%	0%	0%	-7%	-6%	0	-7%	-9%	·
47	O=C(CN1C(=O)COc2ccc(Cl)cc21)N1CCCCC1	15%	11%	0%	54%[activator]	8%	-2	13%	-11%	-2%
21	O=C(Nc1ccc(Cl)cn1)c1ccc2c(c1)OCCO2	8%	-10%	-4%	30%	-6%	-7	-36%	-5%	-1%

Compound activity: PubChem, National Center for Advancing Translational Sciences (NCATS)
